High-throughput results deposited in PubChem BioAssay by The Scripps Research Institute Molecular Screening Center.
core dimer inh: blocks dimerization of HCV core protein. TR-FRET GST/Flag-core106 dimerization, 1536-well. inhibition, % at 5 µM. hit rate 0.33% among 300,000;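 active = inhibition above the mean of all tested compounds plus 3 SD, set per screening campaign, cut at about 45% in these data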
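System – GST-tagged and Flag-tagged HCV core protein residues 1-106 · Repeats – one well for each compound · Technique – TR-FRET 671 and 617 nm emission · Doses – one concentration, 5 µM, in 0.5% DMSO · Times – 4 h, 22.5 °C incubation · Also added – Eu donor and XL665 acceptor anti-tag antibodies · Measure – percent inhibition of core106 dimerization signal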
procasp3 activ: activates human procaspase-3 | AID 463141 | activation, % at 8.5 µM | hit rate 0.11% among 330,000 | recombinant procaspase-3 D3A, Ac-DEVD-pNA absorbance 405 nm | P42574;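 active = activation above the mean of all tested compounds plus 3 SD, cut at about 21% in these data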;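 note: 0% = DMSO alone and 100% = DMSO wells spiked with extra 5 µM PC-3 D3A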
Target sequence (P42574 whole entry D9A/D28A/D175A): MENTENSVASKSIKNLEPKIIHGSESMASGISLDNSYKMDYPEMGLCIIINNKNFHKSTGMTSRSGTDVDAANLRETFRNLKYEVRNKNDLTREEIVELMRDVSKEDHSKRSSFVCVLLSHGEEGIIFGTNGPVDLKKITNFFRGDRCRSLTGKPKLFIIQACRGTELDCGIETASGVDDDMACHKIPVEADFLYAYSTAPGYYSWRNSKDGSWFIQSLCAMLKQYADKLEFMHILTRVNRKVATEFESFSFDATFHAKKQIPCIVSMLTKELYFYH
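Assay system – Procaspase-3 D3A mutant · Benchmarks – DMSO low control, extra-enzyme high control · Technique – 405 nm absorbance of p-nitroaniline, reads at 0 and 120 min · Doses – 8.5 µM nominal · Measure – % activation between DMSO and enzyme-spiked controls · Also added – Ac-DEVD-pNA chromogenic peptide substrate · Schedule – 1 h compound preincubation, 2 h substrate hydrolysis at 25 °C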
PP5 primary: blocks human protein phosphatase 5 activity | P53041 | hit rate 0.18% among 320,000 | purified PP5c, OMFP substrate fluorescence | inhibition, % at 6.7 µM;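 active = inhibition above the campaign's mean inhibition across all tested compounds plus 3 SD, cut at about 9.5% in these data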;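 note: 0% = DMSO only and 100% = 100 µM cantharidin control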
TPT1 inh: C. albicans TPT1 enzyme inhibition; recombinant caTPT1, FP RNA substrate dephosphorylation; inhibition, % at 5 µM; hit rate 0.81% among 300,000;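 active = inhibition above the mean of all tested compounds plus 3 SD, set per screening campaign, cut at about 24% in these data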;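 note: plate controls were DMSO alone for no effect and ferristatin control at 100 nM for full effect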
PAFAH2 FP inh: PAFAH2 (human) inhibition. recombinant PAFAH2, FP-rhodamine activity probe, fluorescence polarization. hit rate 0.99% among 340,000. inhibition, % at 3.39 µM. AID 492956;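 active = inhibition above the mean over all tested compounds plus 3 SD, cut at about 30% in these data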;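 note: inhibitors block probe labeling of enzyme so polarization drops; 0% = enzyme with DMSO and 100% = wells lacking PAFAH2 protein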
PP1 counter: blocks human PP1-alpha phosphatase, a PP5 counter-screen; P62136; purified PP1alpha, OMFP fluorescence; inhibition, % at 6.7 µM; hit rate 0.9% among 320,000;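 active = inhibition above the mean inhibition of all tested compounds plus 3 SD, computed separately for each screening campaign, cut at about 15% in these data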
Target sequence (P62136 whole entry, looked up): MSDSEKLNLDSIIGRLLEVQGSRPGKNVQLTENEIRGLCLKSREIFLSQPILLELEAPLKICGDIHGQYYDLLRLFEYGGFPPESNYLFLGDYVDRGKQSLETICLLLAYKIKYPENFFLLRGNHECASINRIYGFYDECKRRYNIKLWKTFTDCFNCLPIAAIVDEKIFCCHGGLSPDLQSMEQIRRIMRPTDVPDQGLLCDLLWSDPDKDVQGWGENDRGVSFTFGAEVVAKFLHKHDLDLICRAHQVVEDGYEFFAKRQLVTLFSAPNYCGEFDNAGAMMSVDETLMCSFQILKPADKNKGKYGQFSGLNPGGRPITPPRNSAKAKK
Fh CTSL1 inh: blocks F. hepatica cathepsin L1 in PFM18AAP counter-screen | inhibition, % at 5.96 µM | recombinant F. hepatica cathepsin L1, Z-Leu-Arg-MCA fluorescence | hit rate 0.49% among 300,000 | AID 1906;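 active = inhibition above the mean of all tested compounds plus 3 SD, set per screening campaign, cut at about 17% in these data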;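 note: 0% = plate median of test compound wells and 100% = 1 µM Z-Phe-Ala-diazomethylketone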
proCasp7 act: activates human procaspase-7, counter-screen for procaspase-3 activators; P55210; recombinant procaspase-7, Ac-DEVD-pNA absorbance 405 nm; D23A/D198A/D206A triple mutant, cannot self-cleave; scale: DMSO 0, 5 µM enzyme 100; activation, % at 8.5 µM; hit rate 0.093% among 330,000;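 active = percent activation above the screen-wide mean plus 3 SD, cut at about 25% in these data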
Target sequence (P55210 whole entry D23A/D198A/D206A): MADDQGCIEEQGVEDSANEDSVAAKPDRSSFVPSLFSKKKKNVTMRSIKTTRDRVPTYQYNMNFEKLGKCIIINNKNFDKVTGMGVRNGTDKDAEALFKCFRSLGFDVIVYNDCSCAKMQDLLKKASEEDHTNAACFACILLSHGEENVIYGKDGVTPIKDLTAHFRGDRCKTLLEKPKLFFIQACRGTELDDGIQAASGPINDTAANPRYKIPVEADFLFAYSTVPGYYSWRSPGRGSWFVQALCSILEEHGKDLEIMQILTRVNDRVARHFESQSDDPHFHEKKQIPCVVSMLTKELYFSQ
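Assay system: Uncleavable procaspase-7 mutant enzyme / Input: 2 µM procaspase-7 mutant as dispensed / Dosing: single nominal 8.5 µM compound dose, 0.8% DMSO final / Timing: 1 h enzyme–compound preincubation and 2 h substrate reaction, both 25 °C / Detection: p-Nitroaniline absorbance at 405 nm, read at 0 and 120 min / Replication: singlicate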
AHR activator: activators of human aryl hydrocarbon receptor; P35869; AHR-responsive luciferase reporter cells, luminescence; activation, % at 5 µM; hit rate 2.5% among 320,000; in the data active = activation above about 47%;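 note: 0% = vehicle wells and 100% = reference agonist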
The depositor's hits bear a star; . = no result given.

SMILES	core dimer inh	procasp3 activ	PP5 primary	TPT1 inh	PAFAH2 FP inh	PP1 counter	Fh CTSL1 inh	proCasp7 act	AHR activator
Cc1c(NC(=O)CSc2ncnc3c2cnn3-c2ccccc2)c(=O)n(-c2ccccc2)n1C	2	-6	-0.9	2	1	-4	-2	11	1
Cc1cc(C)cc(NC(=O)CCC(=O)Nc2nnc(C(C)C)s2)c1	5	-7	2.7	0	-1	-3	-2	-2	1
O=C(Nc1cccc(NC(=O)C2C3CC4OC(=O)C2C4C3)c1)c1ccccc1 (stereo not drawn)	-1	5	-3.4	1	1	0	4	0	6
CCN(Cc1ccccc1)C(=O)Cn1cc(S(=O)(=O)NC)c(S(=O)(=O)NC)c1	4	8	-1.3	-6	-1	-4	-4	3	0
COc1ccc(OCCCON2C(=O)c3ccccc3C2=O)cc1	0	-3	4.2	4	-3	-3	0	4	10
COC(=O)c1ccc(C(c2c(C)n(C)n(-c3ccccc3)c2=O)c2c(C)n(C)n(-c3ccccc3)c2=O)cc1	-7	11	0.6	-2	-16	-4	-3	5	-2
O=C(N/C(=C\c1ccccc1)C(=O)N1CCOCC1)c1ccccc1Br	-1	3	0.0	-1	8	-4	5	-2	-1
CN(C)CCCNC(=O)COc1ccc(Br)cc1Cl	-9	-1	1.7	-2	0	1	3	0	6
O=C(NNS(=O)(=O)c1ccccc1)C(O)(c1ccccc1)c1ccccc1	-13	3	1.6	-2	3	2	4	2	3
COCCn1nnnc1CN(CCc1ccccc1)Cc1cc2ccc(C)cc2[nH]c1=O	4	0	2.1	1	1	-1	4	11	0
CCCn1nc(NC(=O)C(C)C)c2cc3cc(OC)ccc3nc21	7	1	3.4	1	6	-2	-6	6	22
O=C(OCC(=O)N1CCOCC1)c1ccc(Cl)nc1	1	7	1.2	1	0	1	-1	0	0
C#CCn1c(=NC(=O)c2ccco2)sc2cccc(Cl)c21	14	-5	5.8	2	-4	0	2	-4	3
N#Cc1ccc(-c2csc(-c3ccno3)n2)cc1	1	2	0.9	1	.	-6	4	8	-5
CCCc1cc(C(=O)Nc2cccnc2)no1	-13	-1	1.6	1	-3	2	-2	-13	19
O=C(CN(C(=O)Cn1nnc(-c2ccccc2F)n1)c1cnc2ccccc2c1)NCC1CCCO1 (stereo not drawn)	-6	-3	-1.5	2	3	-3	-2	2	0
O=C(COc1cccnc1[N+](=O)[O-])NCCc1ccc(Cl)cc1Cl	-2	-1	-0.2	-1	5	-3	-2	-2	-2
COc1cc(C#Cc2c(-c3ccccc3OC)oc3ccccc23)cc(OC)c1	.	2	1.7	.	-2	-4	.	8	13
O=C(COc1cccc2c1CCN(Cc1ccccc1F)C2=O)N1CCOCC1	6	-2	3.4	3	.	0	-2	6	1
NS(=O)(=O)c1ccc(NC(=O)COC(=O)c2cn(-c3ccccc3)nc2-c2ccc(F)cc2)cc1	17	4	-1.9	-1	-32	-3	-1	0	-8
O=C(c1ccc([N+](=O)[O-])o1)N(Cc1nnc(-c2ccccc2Cl)o1)C1CC1	.	2	0.1	.	12	0	.	-4	1
Cc1ccc(CS(=O)(=O)CCC(=O)NCc2cccs2)cc1	-2	5	-0.1	0	-4	-3	-2	1	-1
Cc1nn(-c2ccccc2)c(Cl)c1/C=N/NC(=O)c1ccc(CNc2ccccc2)o1	3	6	3.8	4	-6	4	3	9	-1
Clc1ccc(SCc2cc(-c3ccccc3)on2)cc1	3	-5	0.8	-4	-1	0	2	1	-2
CN/C(=C/[N+](=O)[O-])NCCSCc1ccc(CN(C)C)o1	9	0	-1.2	-8	5	-1	3	-1	-2

Individual results from the results shown.
Value for Cc1cc(C)cc(NC(=O)CCC(=O)Nc2nnc(C(C)C)s2)c1 under PP1 counter: -3
Value for O=C(Nc1cccc(NC(=O)C2C3CC4OC(=O)C2C4C3)c1)c1ccccc1 (stereo not drawn) under TPT1 inh: 1

Retrieved by compound from the list above, two records:
SMILES	core dimer inh	procasp3 activ	PP5 primary	TPT1 inh	PAFAH2 FP inh	PP1 counter	Fh CTSL1 inh	proCasp7 act	AHR activator
O=C(COc1cccnc1[N+](=O)[O-])NCCc1ccc(Cl)cc1Cl	-2	-1	-0.2	-1	5	-3	-2	-2	-2
Clc1ccc(SCc2cc(-c3ccccc3)on2)cc1	3	-5	0.8	-4	-1	0	2	1	-2

Next part.
SMILES	core dimer inh	procasp3 activ	PP5 primary	TPT1 inh	PAFAH2 FP inh	PP1 counter	Fh CTSL1 inh	proCasp7 act	AHR activator
O=C(Cc1ccccc1)Nc1ccccc1CO	4	-7	-3.6	2	-2	-5	-3	-152	2
COc1ccccc1C(=O)C1CCCN(Cc2cccc(OCCO)c2)C1 (stereo not drawn)	0	-1	0.6	-4	-3	0	0	2	0
COc1cccc(C(=O)Nc2cccc(-c3ccc(N4CCOCC4)nn3)c2)c1	3	14	-1.4	-1	-4	-4	0	2	-1
N=c1oc2ccccc2cc1-c1nc(-c2ccc(Cl)cc2)cs1	15	6	1.4	2	-6	-3	6	2	28
CC(=O)c1ccc(N2CCN(C3CCC(C(C)(C)C)CC3)CC2)cc1 (stereo not drawn)	5	-5	2.6	-2	6	0	0	-3	1
COc1ccc(S(=O)(=O)C(C#N)c2nc3ccccc3nc2N2CCCCC2)cc1 (stereo not drawn)	21	1	2.9	-38	17	1	2	-3	1
O=S(=O)(c1ccc2c(c1)OCCO2)N1CCC(O)(c2ccc(Cl)cc2)CC1	7	-5	3.9	1	-17	4	-4	4	-2
CCOC(=O)N1CCN(S(=O)(=O)c2cc(Br)cc3c2N(C(=O)CC)CC3)CC1	-4	0	0.0	-9	1	-2	-2	2	1
CCCN(CC(=O)Nc1ccccc1OC)C(=O)C1CCCC1	2	7	-3.6	0	0	-3	-1	4	4
CN1CCNC(=O)C1CC(=O)NCCc1ccccc1F (stereo not drawn)	-3	-3	2.7	-2	7	-2	-4	13	0
CCCn1c(=O)c(C(=O)NCc2ccc(OC)c(OC)c2)c(O)c2ccccc21	-1	-5	-1.0	1	1	-5	-4	-2	3
COc1ccccc1Oc1ncnc2c1cnn2-c1ccccc1	1	6	0.1	-3	6	-3	-2	-2	-4
CSc1nc(NCc2ccccc2)c2c3c(sc2n1)CN(C)CC3	1	-6	0.8	8	-4	8	2	7	3
O=[N+]([O-])c1ccc(N2CCN(c3ccc(O)cc3)CC2)cn1	-2	-7	-1.6	-1	6	-4	0	-20	-4
CN(C1CCCCC1)S(=O)(=O)c1ccc2c(c1)c(=O)c(C(=O)N1CCc3ccccc3C1)cn2C	1	1	-0.7	-2	4	-1	1	1	1
Cc1ccc(S(=O)(=O)c2nc(-c3ccco3)oc2SCC(N)=O)cc1	12	-4	1.0	7	9	-1	2	-2	0
O=C(NC(Cc1ccccc1)C(=O)O)/C(=C\c1cccc([N+](=O)[O-])c1)NC(=O)c1ccco1 (stereo not drawn)	-10	4	1.0	-1	4	1	-3	-6	2
CCOc1ccc(NC(=O)C2CCCN(S(=O)(=O)c3cnc[nH]3)C2)cc1 (stereo not drawn)	4	13	-1.2	-4	4	-2	1	-5	5
COc1ccc(-c2nc(CS(=O)CC(=O)NC3CCCC3)c(C)o2)cc1OC (stereo not drawn)	-17	-6	1.2	-3	-5	-11	8	-8	7
CN(C(=O)c1ccc(NC(=O)Cc2ccc(NC(=O)C3CCCN(C(=O)c4ccccc4)C3)cc2)cc1)C1CC1 (stereo not drawn)	.	6	0.6	.	10	-3	.	12	-1
Cc1cc(C)cc(-n2c(C)cc(C=C(C#N)C#N)c2C)c1	10	-5	0.8	1	-3	-7	3	1	-1
CCn1c(SCC(=O)Nc2nccs2)nnc1-c1ccc(S(=O)(=O)N2CCCCC2)cc1	7	3	0.8	-5	-153	-1	-1	8	2
CCn1c2ccccc2c2cc(NC(=O)CSc3nccc(=O)[nH]3)ccc21	11	4	-0.7	5	5	-2	5	-10	27
Cc1ccc(S(=O)(=O)N(C)CCCC(=O)N2CCCCC2)cc1	8	-2	-1.0	-2	-6	3	-2	-3	-1
CCC(=O)NCCn1ccc2ccccc21	-16	-11	2.9	-2	5	3	4	-7	17
Additional entries.
SMILES	core dimer inh	procasp3 activ	PP5 primary	TPT1 inh	PAFAH2 FP inh	PP1 counter	Fh CTSL1 inh	proCasp7 act	AHR activator
Cc1ccccc1NC(=O)CN1CCC(C(=O)c2ccc3c(c2)OCCO3)CC1	3	3	3.2	0	1	1	-2	3	-4
CC/C(=N\NC(=S)NC(C)C)c1ccc(OC)c(OC)c1	0	2	-1.6	2	.	0	3	1	2
Cc1cc(C)n(CC(O)Cn2cnc3c2c(=O)n(C)c(=O)n3C)n1 (stereo not drawn)	8	4	-0.2	-3	1	-3	2	5	1
CSc1ccc(NC(=O)C(C)N2CCN(C)CC2)cc1 (stereo not drawn)	-1	6	-0.9	-2	0	0	-2	1	2
O=C(NCc1cccc(OC(F)(F)F)c1)C1CCC(=O)N(Cc2cccc(F)c2)C1 (stereo not drawn)	2	2	-1.7	-1	0	-4	1	-3	0
O=C(CN1CCN(S(=O)(=O)c2ccc(F)c(Cl)c2)CC1)N1CCc2ccccc21	.	1	2.5	.	8	-2	.	1	-1
CCOc1ccc(/C=C/C(=O)Oc2ccc(OC)cc2)cc1	0	0	4.4	0	1	-3	4	8	2
C=CCNc1nc(C(=O)OCC(=O)c2ccc(Cl)cc2)cs1	6	-5	0.0	3	2	15	-7	-21	5
O=C(NCc1ccccc1)c1ccc(Br)cc1Br	3	6	1.7	0	-11	0	-4	1	-2
C=CCn1cnc2c(c1=O)c1nc3ccccc3nc1n2/N=C/c1cccc(OC)c1OC	7	-1	0.5	-3	4	6	0	-2	-4
O=C(CCC(=O)OCC(=O)c1ccccc1)NC1CCCCC1	-3	9	1.1	0	0	8	-13	4	2
CCOC(=O)N1CCC(N2Cc3cccc(C(=O)Nc4ccc(N(CC)CC)cc4C)c3C2=O)CC1	14	10	-0.7	3	5	-1	0	14	2
CCC(C(=O)NC(CC(=O)O)c1ccc(Cl)cc1)c1ccccc1 (stereo not drawn)	3	-4	3.7	-1	12	3	2	-3	0
CCC(NC(=O)NNC(=O)c1ccncc1)(C(F)(F)F)C(F)(F)F	-1	-9	-1.1	1	-3	-4	-2	3	7
CCC(=O)N1CCc2cc(S(=O)(=O)NC(C(=O)N3CCc4ccccc4C3)C(C)C)ccc21 (stereo not drawn)	-1	-2	1.8	2	1	-2	-2	5	0
COc1ccc(-c2c(C3=CCCCC3)oc3ccc(-c4ccc5c(c4)OCO5)cc23)cn1	-22	-6	-0.7	0	-10	-2	-4	-3	13
C/C(=C(\C#N)C(=O)NCCN1CCOCC1)N(C)C	-3	1	-0.4	-1	-4	-1	2	-9	2
Cc1cc(Nc2ccc(Br)cc2)nc(-c2ccccc2O)n1	4	0	2.6	3	-17	-1	1	5	14
O=C(CCN1C(=O)C2C3C=CC(C3)C2C1=O)NCCN1CCCc2ccccc21 (stereo not drawn)	-3	4	-0.6	-9	15	-4	-1	-2	6
OCCC1CN(CC2CCCCC2)CCN1CC1CCCCC1 (stereo not drawn)	-1	-2	3.4	-2	2	-8	-4	5	0
CCc1nnc(NS(=O)(=O)c2ccc(NC(=O)Nc3ccc(OC)cc3)cc2)s1	-7	-2	4.2	0	10	-5	1	1	-1
